Source: PubChem
D3 antag: antagonists of human D3 dopamine receptor; P35462; D3R cells, DiscoveRx beta-arrestin luminescence, antagonist mode; active compounds read low; max response, negative = inhibition, %; 360,000 compounds, 2.5% hits; AID 652054; in the data active = max response below about -50%; inconclusive = no clear call, values can overlap the other calls; note: % is set by controls: 0 for no effect and ±100 for the full control effect; mostly tested at two doses, the higher about 12 µM
Target sequence (P35462 whole entry, looked up): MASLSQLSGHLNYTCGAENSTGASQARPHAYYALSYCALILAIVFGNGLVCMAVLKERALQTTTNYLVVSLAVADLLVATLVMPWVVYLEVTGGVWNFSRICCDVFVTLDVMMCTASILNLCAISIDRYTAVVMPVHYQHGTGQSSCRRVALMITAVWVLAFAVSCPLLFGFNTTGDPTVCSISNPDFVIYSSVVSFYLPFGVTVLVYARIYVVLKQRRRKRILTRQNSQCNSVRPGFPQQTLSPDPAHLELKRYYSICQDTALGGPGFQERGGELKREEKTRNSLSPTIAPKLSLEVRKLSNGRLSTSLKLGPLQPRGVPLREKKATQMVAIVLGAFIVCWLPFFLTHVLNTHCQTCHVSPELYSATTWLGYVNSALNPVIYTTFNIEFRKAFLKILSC
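Cells expressing the human receptor were seeded at 1500 cells/well, incubated overnight at 37 degrees C in 5% CO2, then exposed to library compounds with dopamine controls for 90 minutes at 37 degrees C before luminescent detection.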
HT1080 IDH1KD tx: kills HT-1080 cells with IDH1 knockdown; HT-1080 IDH1 knockdown viability, ATP luminescence, 48 h; Potency, µM (top dose mostly 46.1 µM), for inactives: at the top dose activity, negative = toxicity, most hits filed as cytotoxic; 360,000 compounds, 2% hits;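 note: potency is the fitted concentration of half-maximal effect; 0% = DMSO wells and -100% = cell-free medium wells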
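Luminescent ATP read-out (CellTiter-Glo, 10 min at room temperature) after 48 h compound exposure at 37 °C gave viability of IDH1-knockdown HT-1080 cells. Activity was normalised to DMSO and cell-free wells, then fitted as concentration-response curves.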
SW480 rereplic: DNA re-replication induction in SW480 cells. SW480 DNA re-replication, Hoechst DNA content imaging, 48 h. AID 624297. 340,000 compounds, 1.8% hits. Potency, µM (doses to about 46.1 µM), for the others: top-dose re-replication activation, hits mostly activators; note: potency is the fitted concentration of half-maximal effect; % of control where 0% means no effect; nearly all actives have a fitted effect of over 55% in size
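250 cells/well; 23 nL cpd via pin tool; 48 hr, 37 C, 5% CO2; Hoechst 40 min; imager read of total nuclear intensity, ex 405/em 500-530 nm.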
KB-3-1 tox: KB-3-1 parental cell cytotoxicity; AID 1347075; 400,000 compounds, 1.4% hits; Potency, µM (series often up to 46.1 µM), for the others: at the top dose activity change, negative = cytotoxic, most hits filed as cytotoxic; KB-3-1 viability, CellTiter-Glo ATP luminescence, 72 h; note: potency is the fitted concentration of half-maximal effect; % is set by controls: 0 for no effect and ±100 for the full control effect; nearly all actives have a fitted effect of over 60% in size
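Multi-concentration cytotoxicity screen in KB-3-1 cells grown in DMEM lacking phenol red with 10% FBS. After 72 h at 37 °C with compound, ATP-dependent luminescence was recorded.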
KB-V1 MDR tox: KB-V1 MDR subline cytotoxicity; KB-V1 MDR cells viability, CellTiter-Glo, 72 h; Potency, µM (titrated, usually from 46.1 µM), for inactives: at the highest dose activity change, negative = cytotoxicity, most hits filed as cytotoxic; 400,000 compounds, 3.4% hits; note: potency is the fitted concentration of half-maximal effect; % is set by controls: 0 for no effect and ±100 for the full control effect; nearly all actives have a fitted effect of over 60% in size
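Cytotoxicity via CellTiter-Glo luminescence after 72 h compound exposure at 37 degrees C. Cells: drug-selected KB-V1 line, DMEM phenol-red free plus 10% FBS. Compounds tested at multiple concentrations; normalized data fitted to concentration-effect curves.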
GLP1R ag: GLP-1 receptor (human) agonism | HEK293 GLP-1R CRE-luciferase, luminescence, 4-6 h; cells express a hypersensitive GLP-1R form | Potency, µM (doses to about 45.6 µM), for inactives: top-dose activation, actives largely listed as activators | 380,000 compounds, 0.007% hits; note: potency is the fitted concentration of half-maximal effect; % of control where 0% means no effect
Target sequence (P43220 whole entry, looked up): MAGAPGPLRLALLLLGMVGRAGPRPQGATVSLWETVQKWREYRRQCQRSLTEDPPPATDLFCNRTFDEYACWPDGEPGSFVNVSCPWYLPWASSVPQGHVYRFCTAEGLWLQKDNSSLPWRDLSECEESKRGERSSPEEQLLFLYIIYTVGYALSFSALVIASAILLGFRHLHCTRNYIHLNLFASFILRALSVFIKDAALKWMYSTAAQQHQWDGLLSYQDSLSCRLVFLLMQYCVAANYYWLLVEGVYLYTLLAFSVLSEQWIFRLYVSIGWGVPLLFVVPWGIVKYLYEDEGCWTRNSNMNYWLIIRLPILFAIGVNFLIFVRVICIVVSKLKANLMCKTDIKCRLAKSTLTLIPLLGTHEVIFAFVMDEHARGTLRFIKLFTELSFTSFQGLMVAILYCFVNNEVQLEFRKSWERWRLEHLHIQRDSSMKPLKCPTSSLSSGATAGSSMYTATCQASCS
HT1080NT lethal: kills 2HG-producing HT-1080-NT fibrosarcoma cells; HT-1080-NT fibrosarcoma viability, CellTiter-Glo ATP luminescence, 48 h; Potency, µM (titrated, usually from 46.1 µM), for inactives: at the highest dose activity, negative = less viability, actives largely listed as cytotoxic; 360,000 compounds, 1.6% hits;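 note: NT is the 2HG producing partner of a matched IDH1 knockdown line; potency is the fitted concentration of half-maximal effect; 0% = DMSO-treated cells and -100% = media-only wells without cells; nearly all actives have a fitted effect of over 55% in size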
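Viability of the 2HG-overproducing fibrosarcoma line after 48 hours of compound exposure at 37 degrees C was determined by luminescence with CellTiter-Glo, and concentration-effect curves were then fitted and categorized.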
DRD3 agonist: agonists of human D3 dopamine receptor; D3R DiscoveRx beta-arrestin cells, luminescence, 90 min; max activation, %; 410,000 compounds, 0.58% hits; AID 652048; in the data active = max activation above about 30%; note: 0% is about no effect; mostly tested at two doses, the higher about 12 µM
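Agonist mode: compounds and dopamine controls were applied to plated cells for 90 min at 37 degrees C after an overnight attachment at 1500 cells/well. Luminescent read-out followed 30 - 60 minutes at room temperature with DiscoveRx detection reagent.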
IL1B secr inh: inflammasome signaling inhibition, IL-1 beta readout | activity change, % at 57.5 µM | AID 743279 | 360,000 compounds, 4.7% hits | THP-1 LPS/ATP IL-1B secretion, AlphaLISA, 16 h; active compounds read low; in the data active = activity change below about -50%; inconclusive = mostly about -30% to -49%; note: % is set by controls: 0 for no effect and ±100 for the full control effect
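Secreted IL-1B measured by AlphaLISA bead assay after 16 h compound exposure of THP-1 cells; compounds (final up to 57.5 uM) added 1 h before LPS (250 ng/mL) and ATP (1.25 mM) stimulation; lower signal means less secretion.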
* hit, by the source's call; i = inactive; ? = inconclusive; · = not tested or not shown; [ ] = remark or other dose. Unless noted, calls come from the whole dose curve; as a rule, active = well fitted curve in the direction sought with a large enough effect; inconclusive = small, poorly fitted or top-dose-only effect, or another doubt; inactive = no such curve, though single readings can be large; an effect the other way counts as inactive or inconclusive. Rows were taken by chance (roughly 12% active in at least one column).

SMILES	D3 antag	HT1080 IDH1KD tx	SW480 rereplic	KB-3-1 tox	KB-V1 MDR tox	GLP1R ag	HT1080NT lethal	DRD3 agonist	IL1B secr inh
N#Cc1cccc(NC(=O)c2cc(C3CCCCN3C(=O)c3cccs3)on2)c1 (centres undefined)	3	9%	·	0%	-2%	10%	6%	-9	-14
CCN(Cc1ccccc1)C(=O)Cn1c(=O)n(CC(=O)NCc2ccco2)c(=O)c2sccc21	33	-3%	-14%	-1%	3%	-4%	-17%	-2	-4
Cc1cc(C)nc(SCC(=O)Nn2cnnc2)n1	-12	7%	11%	3%	22%	-13%	19%	0	-2
CCN1C(=O)/C(=C/c2ccc(C)o2)N(C)C1=S	35	23%	18µM*	-13%	?	-6%	5%	4	-2
COc1ccc(OCC(=O)N2CCN(C(=O)c3ccco3)CC2)cc1	-54*	2%	-2%	1%	-6%	1%	0%	-6	0
COc1ccc(Cl)cc1NC(=O)CN1CCC(n2nnc3ccccc32)CC1	-7	0%	-18%	4%	-7%	-1%	1%	0	-3
CN(C)C(=O)c1cnc(Sc2ncc(C(F)(F)F)cc2Cl)n1C	-17	9%	1%	-2%	0%	-5%	1%	5	35
COc1ccc2cc(-c3ccn[nH]3)ccc2c1	20	-10%	1%	7.3µM*	?	11%	-11%	2	-9
CC(=O)c1ccc(-c2ccc(C(=O)NCC(c3ccc(F)cc3)N3CCOCC3)o2)cc1 (centres undefined)	20	12%	?	3%	-9%	8%	9%	-3	-4
O=C(NN1CCOCC1)c1sc2cccc(F)c2c1Cl	-4	11%	0%[1.84 µM]	8%	22%	10%	10%	-2	-24
CCN(CC)c1ccc(/C=N/N2CCN(Cc3ccccc3)CC2)cc1	-24	0%	-6%	7%	-14%	12%	4%	-13	?
O=Cc1c(NC2CCCCC2)c2ccccc2[nH]c1=O	3	3%	-3%	0%	0%	0%	-1%	1	-9
COc1ccc(NC(=O)c2ccc(-c3ccc([N+](=O)[O-])cc3)o2)cc1OC	133	2%	1%	-1%	?	-15%	3%	7	-76*
Cc1ccc(NC(=O)COC(=O)C2=COCCO2)cc1	7	11%	-7%	5%	0%	1%	14%	0	-2
O=C(CN(c1ccccc1)S(=O)(=O)c1ccccc1)Nc1ccccc1C(=O)NCc1ccco1	-4	-5%	·	-3%	?	-18%	-2%	-2	0
Cc1c(C(N)=O)sc2ncn(CC(=O)OC(C)C)c(=O)c12	5	0%	-8%	20%	12%	-9%	3%	-3	39
N#Cc1c2nc3ccccc3nc2n2cc(NC(=O)c3ccc(F)cc3)ccc12	-3	7%	-3%	-3%	-12%	3%	-2%	-5	-7
Cc1cccc(N(CC(=O)N/N=C/c2cc([N+](=O)[O-])ccc2Cl)S(C)(=O)=O)c1C	-28	5%	?	-2%	?	-4%	2%	-4	-13
CCc1ccc(CNC(=O)C2CCN(S(=O)(=O)N3CCC4(CC3)OCCO4)CC2)cc1	-13	10%	-48%[inhibitor]	-2%	-20%	6%	3%	-8	-17
COC(=O)CSc1ncnc2c1sc1nc(N3CCOCC3)c3c(c12)CCCC3	-11	17%	-2%	14%	14%	-1%	16%	2	21
Nc1cc(C(=O)OCC(=O)N2CCC(Cc3ccccc3)CC2)ccc1Cl	-7	0%	0%	11%	-9%	-1%	4%	10	-1
O=C(Nc1nc2ccc(F)cc2s1)c1cccc(S(=O)(=O)N2CCc3ccccc32)c1	51	-2%	-34%[inhibitor]	?	2.9µM*	3%	-6%	4	-25
CCN1CCCC1CNC(=O)c1cc2cc(F)ccc2[nH]1 (centres undefined)	?	-13%	-18%	2%	6%	2%	-11%	-10	18
CC1CCCCC1NC(=O)COC(=O)c1ccc2c(c1Cl)C(=O)c1ccccc1C2=O (centres undefined)	13	23%	-2%	7%	3%	18%	25%	1	19
O=C(Nc1ccn(CCCNCC(c2ccccc2)c2ccccc2)c(=O)n1)OCc1ccccc1	-30	?	·	-37%	-28%	6%	?	-8	?
Cn1nc([N+](=O)[O-])nc1Sc1cccc2cccnc12	-22	-12%	-1%	15%	?	2%	-21%	3	90
COc1ccc(C2=Nn3c(nnc3-c3ccccc3)SC2)cc1OC	15	?	7%	6%	?	?	-5%	29	1
CCCCCCN1C[C@H](n2cc(C3CC3)nn2)[C@@H](O)C[C@@H]1c1ccccc1	-19	?	·	-24%	-25%	0%	?	-1	7
COc1ccc(C2C=C(Nc3ccccc3)C(=O)N2c2ccccc2)cc1OC (centres undefined)	3	2%	?	-28%	8%	14%	2%	1	-9
COc1ccc(CCN2C(=O)CC(NNC(=O)c3cccc(O)c3)C2=O)cc1 (centres undefined)	6	-10%	2%	2%	9%	0%	-5%	-5	0
CCN(CC)CCCNC(=O)CN1C(=O)COc2ccc(S(=O)(=O)N3CCC(C)CC3)cc21	·	·	·	1%	1%	-3%	·	-9	·
C=CCn1cc(Cl)c(=O)n(CC=C)c1=O	8	6%	?	0%	13%	10%	4%	-5	1
Cn1cnnc1SCc1ccccc1	0	-5%	-31%	-4%	-26%	-5%	-5%	1	4
CN1CCCN(C(=O)c2cccc3ccccc23)CC1	-8	0%	-34%[inhibitor]	14%	-9%	0%	0%	-3	2
Cc1ccc(Cl)cc1N1CCN(C(=O)CSc2nnc3n2C(C)(C)Cc2ccccc2-3)CC1	?	-26%	5%	?	12µM*	-18%	-16%	45*	?
COc1ccc(OC)c(-c2cc(C3CCN(C(=O)OC(C)(C)C)CC3)[nH]n2)c1	14	?	8%	-8%	-15%	15%	-23%	46*	-57*
Cc1nn(Cc2ccccc2)c(C)c1C(=O)OCC(=O)c1cc(C)n(C2CC2)c1C	34	-28%	2%	?	?	0%	-49%	-16	-58*
COC(=O)c1cc(S(=O)(=O)NCC2CCN(Cc3cccc(Cl)c3)CC2)c[nH]1	3	12%	-12%	-4%	0%	4%	1%	-1	-7
Cc1nnc(SCC(=O)NCc2ccccc2)[nH]c1=O	15	13%	-6%	0%	19%	4%	8%	5	3
Cc1nc2cc(OCc3cc(C(=O)NC(C)c4cnn(C)c4)no3)ccc2s1 (centres undefined)	5	-8%	-12%	0%	10µM*	6%	0%	4	i

Three entries drawn at random from the list so far, as already listed:
SMILES	D3 antag	HT1080 IDH1KD tx	SW480 rereplic	KB-3-1 tox	KB-V1 MDR tox	GLP1R ag	HT1080NT lethal	DRD3 agonist	IL1B secr inh
COc1ccc(CCN2C(=O)CC(NNC(=O)c3cccc(O)c3)C2=O)cc1 (centres undefined)	6	-10%	2%	2%	9%	0%	-5%	-5	0
O=C(Nc1nc2ccc(F)cc2s1)c1cccc(S(=O)(=O)N2CCc3ccccc32)c1	51	-2%	-34%[inhibitor]	?	2.9µM*	3%	-6%	4	-25
C=CCn1cc(Cl)c(=O)n(CC=C)c1=O	8	6%	?	0%	13%	10%	4%	-5	1

Later entries
SMILES	D3 antag	HT1080 IDH1KD tx	SW480 rereplic	KB-3-1 tox	KB-V1 MDR tox	GLP1R ag	HT1080NT lethal	DRD3 agonist	IL1B secr inh
Cc1cc(=O)[nH]c(SCc2nnnn2-c2ccc(Cl)cc2)n1	44	12%	-2%	2%	?	-3%	-4%	-2	-13
O=C(Cn1c(-c2cscn2)nc2ccccc21)Nc1ccccc1F	15	?	6%	?	-5%	0%	-7%	-5	-5
Cc1ccc(C2(C)NC(=O)N(CC(=O)NCc3ccccc3Cl)C2=O)cc1 (centres undefined)	-5	-2%	-5%	7%	1%	9%	-10%	2	-8
O=C(NCc1ccc(F)cc1)c1cc(C2CCCN(S(=O)(=O)c3ccccc3)C2)on1 (centres undefined)	-20	0%	·	0%	2%	5%	-3%	-5	-7
CC[C@H](C)[C@H](NC(N)=O)C(=O)Nc1ccc2c(c1)OCO2	1	0%	6%	-9%	?	9%	1%	0	7
COC(=O)c1ccn(Cc2ccccc2Cl)n1	5	0%	-12%	-15%	-2%	7%	-8%	-3	15
COc1ccc(NC(=O)C2C(=O)NC3(C)CC2c2ccccc2O3)cc1 (centres undefined)	16	-2%	-7%[9.22 µM]	15%	-3%	-2%	12%	2	15
Cc1cccc(OCCOCCN2CCOCC2)c1C	-13	3%[9.24 µM]	-5%	8%	2%	-1%	0%	-14	-10
COC(=O)c1ccc(NC(=O)CSc2nc3ccccc3c(=O)[nH]2)cc1	-8	?	-2%	5%	-21%	-3%	3%	-5	8
CC1OC1c1ccc(-c2ccc(C3OC3C)cc2)cc1 (centres undefined)	-6	-2%	-6%	-7%	-17%	23%	-1%	5	-25
Cc1cc(SCC(=O)Nc2ccc(F)cc2F)nc(=O)[nH]1	·	·	·	-19%	-16%	2%	·	-9	·
Cc1ccc(NC(=O)CSCc2cc(=O)n3cc(C)sc3n2)cc1	3	15%	?	6%	4%	-2%	?	-15	9
CCn1c(=N)n(CC(=O)c2cccc([N+](=O)[O-])c2)c2ccccc21	10	1%	1%	-1%	0%	?	4%	0	-27
O=C(N=Nc1c(O)[nH]c2ccc(F)cc12)C1COc2ccccc2O1 (centres undefined)	2	29%	-4%	18%	?	8%	16%	-3	55
COc1cc(NC(=O)COC(=O)CNC(=O)c2ccc(C)s2)cc(OC)c1	-2	0%	-5%	-1%	-2%	6%	14%	-3	-1
Cc1nn2c(NCC(C)C)c3c(nc2c1-c1ccccc1)CCC3	23	20%	-2%	-9%	15%	4%	6%	20	4
O=C(NCC1(N2CCOCC2)CCCCC1)c1cccc(S(=O)(=O)Nc2ccc(F)cc2)c1	-7	-1%	5%	1%	-9%	-5%	2%	1	-28
O=C(O)CSCc1ccc(Cl)cc1	-21	-3%	2%	11%	20%	-1%	1%	3	-4
CCOC(=O)c1cn(-c2ccc([N+](=O)[O-])cc2)c2cc(Cl)c([N+](=O)[O-])cc2c1=O	7	5%	-3%	5%	1%	-3%	15%	-6	18
COCCCNc1ccn2nc(-c3cccc(Cl)c3)cc2n1	0	-18%	·	0%	3%	4%	-14%	-21	-5
